Screening results as filed in PubChem.
CatL inh: inhibitors of human cathepsin L. AID 460. P07711. hit rate 0.17% among 58,000. inhibition, %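 (tested at 10 µM)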. purified cathepsin L, fluorogenic substrate, fluorescence; in the data active = inhibition above about 45%;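 note: 0% = enzyme with no compound and 100% = no enzyme blank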
Target sequence (P07711 114-288 limits assumed): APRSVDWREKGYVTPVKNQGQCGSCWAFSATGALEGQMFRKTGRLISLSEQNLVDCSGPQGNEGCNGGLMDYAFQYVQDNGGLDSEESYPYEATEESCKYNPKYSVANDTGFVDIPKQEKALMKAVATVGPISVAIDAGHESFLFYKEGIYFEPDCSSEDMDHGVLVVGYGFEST
Target sequence (P07711 292-333 limits assumed): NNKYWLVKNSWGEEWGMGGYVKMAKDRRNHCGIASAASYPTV
CatS inh: inhibitors of human cathepsin S | P25774 | recombinant cathepsin S, AMC dipeptide fluorescence, pooled mixtures | AID 501 | inhibition, %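 (tested at 5 µM per compound within 10-compound mixtures)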 | hit rate 0.06% among 62,000; in the data active = inhibition above about 32%, passing the limit was not always enough; inconclusive = no clear call, values can overlap the other calls;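 note: 0% = enzyme without compound and 100% = blank without enzyme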
Target sequence (P25774 115-331 limits assumed): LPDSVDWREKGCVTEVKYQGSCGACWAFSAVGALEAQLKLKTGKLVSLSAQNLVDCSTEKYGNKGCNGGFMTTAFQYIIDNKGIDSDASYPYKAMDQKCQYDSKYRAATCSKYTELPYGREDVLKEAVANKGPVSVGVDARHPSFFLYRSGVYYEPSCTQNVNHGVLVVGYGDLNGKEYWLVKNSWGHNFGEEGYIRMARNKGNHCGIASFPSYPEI
CatB mixtures: human cathepsin B inhibition by mixtures; Purified cathepsin B, AMC dipeptide fluorescence, compound mixtures; inhibition, %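 (ten-compound pools at 5 µM per compound and 50 µM total)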; hit rate 0.06% among 62,000; in the data active = inhibition above about 22%, passing the limit was not always enough; inconclusive = no clear call, values can overlap the other calls;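 note: 0% = enzyme without compound and 100% = no enzyme blank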
CatG inh: cathepsin G (human) inhibition; P08311; purified enzyme, AMC-tetrapeptide fluorescence, pooled mixtures; inhibition, % at 5 µM (by protocol); hit rate 0.2% among 62,000; AID 581;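 active = inhibition above 20% in each of the two mixture wells holding the compound; inactive = inhibition of 20% or less in either well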;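 note: 0% = enzyme control without mixture and 100% = blank lacking enzyme; strong numbers were not always called active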
Target sequence (P08311 21-244 limits assumed): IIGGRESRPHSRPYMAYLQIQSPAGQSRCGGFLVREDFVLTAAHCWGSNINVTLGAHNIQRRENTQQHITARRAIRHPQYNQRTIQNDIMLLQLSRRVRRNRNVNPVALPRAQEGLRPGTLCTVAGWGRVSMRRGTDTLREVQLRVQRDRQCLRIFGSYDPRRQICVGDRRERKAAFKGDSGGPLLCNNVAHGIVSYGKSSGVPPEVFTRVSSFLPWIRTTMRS
CatB block: human cathepsin B inhibition | inhibition, %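 (tested at 10 µM)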 | hit rate 0.1% among 63,000 | AID 453 | P07858 | purified cathepsin B, fluorogenic substrate, fluorescence; in the data active = inhibition above about 21%;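 note: 0% = enzyme with no compound and 100% = no enzyme blank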
PKA kinase inh: blocks human protein kinase A activity; P17612; hit rate 0.1% among 65,000; AID 524; PKA Kemptide phosphorylation, Kinase-Glo ATP luminescence; inhibition, % at 6 µM;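 active = inhibition above the screen-wide mean inhibition plus 3 SD, cut at about 21% in these data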; note: many of its hits are not listed in these tables
ROCK2 blocker: ROCK2 (human) kinase inhibition; O75116; purified ROCK2, Kinase-Glo ATP depletion luminescence; inhibition, % at 6 µM; hit rate 0.35% among 60,000; AID 604;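 active = inhibition above the screen-wide mean inhibition plus 3 SD, cut at about 18% in these data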;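 note: plate controls were DMSO wells for no effect and Y-27632 control wells after no-enzyme background subtraction for full effect; many of its hits are not listed in these tables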
Her2 expr inh: Her2 kinase expression inhibition. SKBR-3 HER2 protein level, AlphaScreen, 18-24 h; hits give low values. HER2 level % of control, % at 10 µM. hit rate 0.69% among 65,000. AID 645;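 active = HER2 level under 5% of the carrier-only control; inconclusive = no clear call, values can overlap the other calls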;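 note: 100% = DMSO carrier and 0% = 500 nM PU-H71 HSP90 inhibitor; lower value means stronger loss of Her2 protein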
C1s block: blocks human complement C1s protease activity | P09871 | purified C1s, fluorogenic AMC substrate, pooled mixtures | mean inhibition % of two 10-compound mixtures (hits give high values), % at 5 µM (by protocol) | hit rate 0.16% among 62,000 | AID 538;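 active = inhibition above 20% in each of the two 10-compound mixture wells holding the compound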;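 note: 0% = enzyme wells lacking compound mixture and 100% = no-enzyme blank wells; some compounds called inactive have numbers as strong as hits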
* hit, by the source's call; ? = inconclusive; nt = not tested or not shown.

SMILES	CatL inh	CatS inh	CatB mixtures	CatG inh	CatB block	PKA kinase inh	ROCK2 blocker	Her2 expr inh	C1s block
O=C(O)CCc1nc(-c2cccs2)no1	-2	-4	1	0	-4	5	6	127	-2
CCOC(=O)c1nnn(-c2nonc2N)c1CN1CCc2ccccc2C1	2	-3	-2	6	4	10	4	73	2
CC(=O)Nc1cccc2c1OCCO2	9	2	3	2	3	6	4	75	-23
CCOc1ccccc1C(=O)NCCCCCC(=O)O	19	nt	nt	nt	1	5	6	98	nt
COc1ccc(CNC(=O)C2CCCN(S(=O)(=O)c3cnc[nH]3)C2)cc1 (stereo not given)	nt	2	1	10	1	-4	2	82	7
O=C(Cc1cccs1)Nc1nncs1	34	-4	-1	-2	-3	7	5	157	3
CCSc1nnc(NC(=O)C2CCCCC2C(=O)OCC(F)(F)C(F)F)s1 (stereo not given)	24	3	2	4	-5	8	4	107	7
Cc1ccccc1-c1nc2ccccc2c(=O)n1C1CCS(=O)(=O)C1 (stereo not given)	1	-7	-4	3	-5	10	6	114	3
O=C(O)CC(CP(=O)(c1ccccc1)c1ccccc1)C(=O)O (stereo not given)	3	-2	3	5	0	8	8	97	-19
CC1CN(S(=O)(=O)c2ccc(Cl)c(S(=O)(=O)N3CC(C)OC(C)C3)c2)CC(C)O1 (stereo not given)	-1	3	1	8	-2	3	5	114	6
CN1CCN(C(=O)c2ccc3c(=O)n(Cc4ccc(Cl)cc4)c(=S)[nH]c3c2)CC1	17	6	-1	1	9	-2	nt	113	-62
N=c1oc2ccccc2cc1-c1nc2ccccc2c(=O)[nH]1	-8	13	-2	-4	-3	-2	4	35	-12
COC(=O)c1cc(=O)nc2scc(C)n12	15	9	4	9	3	5	-2	86	2
CCN(CC)C(=O)Cc1cc(C(=O)O)c2ccccc2n1	4	0	3	11	3	11	4	111	13
CC(C)CCNC(=O)CCNS(=O)(=O)c1ccc(Cl)cc1	2	8	0	5	-1	9	6	103	-6
Cc1ccc(-c2cc(C(=O)NCc3ccco3)no2)cc1	-3	-5	3	8	1	7	4	84	8
COC(=O)Cc1[nH]nc2c1C(c1c[nH]c3ccccc13)C(C#N)=C(N)O2 (stereo not given)	5	-8	-2	0	2	6	4	107	-67
Nc1nc(CN2CCOCC2)cs1	13	8	3	7	4	-6	-2	141	8
Cc1ccc2nc(Nc3nc(=O)c4ccccc4n3C)nc(C)c2c1	17	2	3	-2	0	5	6	102	1
CC(C)N1CC(O)=C(c2ccccc2)C1=N	12	1	3	7	8	6	nt	nt	11
CCCS(=O)(=O)C(=C1Nc2ccccc2N1)S(=O)(=O)CCC	6	5	4	13	-3	12	4	80	12
CCOC(=O)c1[nH]c(C)c(C(=O)Nc2ccc(F)cc2)c1C	nt	0	1	1	-2	-6	-4	74	5
CCN1C(=O)CC(N2CCC(Cc3ccccc3)CC2)C1=O (stereo not given)	8	-7	1	7	4	11	5	70	5
C=CCSc1nc(N)c2c(C)c(C)sc2n1	-3	-5	6	12	5	8	6	104	16
Cn1c(=O)c2c(ncn2CC(=O)N2CCN(c3cccc(Cl)c3)CC2)n(C)c1=O	4	4	1	-2	4	2	2	102	-3
O=C(CSc1nnc2sc3ccccc3n12)c1ccco1	12	-1	3	3	1	-1	-1	90	14
CC(=O)Nc1ccc(SCC(=O)OCC(=O)NC(=O)NCc2ccco2)cc1	-4	3	8	-3	1	3	2	114	-16
COC(=O)C1(C#N)C(c2ccccc2)C1(C(=O)OC)C(=O)OC (stereo not given)	10	9	4	11	2	nt	nt	181	5
Cn1cccc1Cc1nnc(SCC(=O)NCC2CCCO2)n1CCc1ccccc1 (stereo not given)	0	-16	-1	25	3	-2	3	106	-10
CCn1c(NCCc2ccc(OC)c(OC)c2)nc2c1c(=O)n(C)c(=O)n2C	-2	-8	0	-3	-3	8	5	92	-3
CCOC(=O)c1c(N)sc(C(=O)N2CCOCC2)c1C	-2	21	4	6	nt	-1	-2	102	5
CNc1sc(C(=O)c2cccs2)c(N)c1-c1nc2ccccc2s1	4	4	1	6	5	8	2	63	5
O=S(=O)(N1CCOCC1)n1nnc2ccccc21	18	6	0	-2	-3	9	6	108	-1
COc1ccc(S(=O)(=O)N2CCC(C(=O)N3CCOCC3)CC2)cc1OC	21	-2	-3	9	4	14	6	127	5
CCOc1ccc(OCC)c(NC(=O)C2C3C=CC(O3)C2C(=O)NCc2ccco2)c1 (stereo not given)	22	9	-6	4	7	4	3	58	-26
CCC(c1c(C)n(C)n(-c2ccccc2)c1=O)c1c(C)n(C)n(-c2ccccc2)c1=O	-3	-7	2	0	4	4	10	156	-64
Cc1ccc2[nH]c3c(c2c1)CN(C(=O)CN1CCN(c2cccc(C)c2C)CC1)CC3	2	21	-2	7	-1	2	-5	34	-4
Cc1ccc(-n2c(SCC(N)=O)nc3c([nH]c4ccccc43)c2=O)cc1	23	17	0	-8	8	4	-2	101	22
CN(CC(=O)N1CCN(c2ccc(F)cc2)CC1)S(=O)(=O)c1ccc(F)cc1	2	9	0	3	-1	-6	-4	99	-27
CN(C)S(=O)(=O)N1CCN(C(=O)c2ccccc2Cl)CC1	13	0	3	9	-2	4	4	114	12
CN(CCO)CC(O)Cn1cnc2c1c(=O)n(C)c(=O)n2C (stereo not given) (tested in a mixture with another compound)	-3	0	-7	8	-3	3	2	86	2
O=C(CNC(=O)c1ccccc1F)NC1CC1	nt	2	-2	-13	4	9	3	126	-47
Cc1ccc(S(=O)(=O)N2CCC(C(=O)N3CCC(C(=O)NCc4cccnc4)CC3)CC2)cc1	-8	-3	-4	-4	-3	2	0	119	-16
Cc1cc(C(=O)Nc2cccnc2)cs1	12	14	7	15	7	0	1	94	49
CCn1c(SCCC(=O)Nc2ccccc2)nnc1-c1ccc(OC)cc1	3	1	3	8	0	4	4	82	13
COCCCn1c(=N)c(C(=O)NCC2CCCO2)cc2c(=O)n3cccc(C)c3nc21 (stereo not given)	-383	-25	-15	-33	-19	1	-1	203	-140
Cc1nc(NCc2ccco2)nc2c1C(=O)CC(C)C2 (stereo not given)	5	8	-1	8	-2	-4	1	88	5
O=C(CN1C(=O)c2ccccc2C1=O)Nc1ccccc1F	-4	5	2	8	0	-2	nt	99	11
O=C(c1ccco1)N1CCN(C(=O)c2sccc2-c2ccccc2)CC1	-1	18	6	0	9	-3	nt	117	-12
O=c1cc(N2CCOCC2)[nH]c(=O)n1C1CCCCC1	-8	-4	-1	-2	-4	-1	0	71	-2
COc1ccc(N2CCCn3c2nc2c3c(=O)n(CCCc3ccccc3)c(=O)n2C)cc1	nt	14	5	13	3	-2	nt	95	15
COCCCNC(=O)c1ccccc1Oc1ccccc1	7	3	2	4	1	3	3	105	-48
CCOc1ccc(-c2nnc(N)s2)cc1	1	-19	-10	7	1	7	4	152	4
O=C(Nc1ccccc1)NC1CS(=O)(=O)CC1O (stereo not given)	3	4	3	9	1	10	6	91	9
Cn1c(C(=O)NCCCN2CCCCCC2)cc2c(=O)n(C)c3ccccc3c21	-6	?	-6	3	-2	-2	1	89	-2
N#CCCN(CCC#N)C(=O)COc1ccc(Cl)cc1Cl	9	6	0	-3	2	9	9	92	-10
N#CCSc1nc(Nc2ccc3c(c2)OCO3)c2ccccc2n1	-4	-7	0	8	-1	4	nt	75	-27
CCn1c(SCC(=O)NCc2cccs2)nc2c1c(=O)n(C)c(=O)n2C	-1	7	-1	2	1	-2	-1	43	-2
Nc1cccc(S(=O)(=O)c2cccc(N)c2)c1	20	0	-5	-8	3	-7	-3	107	-73
Cc1ccc(N(CC(=O)NC2CCCC2)C(=O)CCCC(=O)Nc2ccccn2)cc1C	-2	0	2	4	3	5	2	107	-16

Continuation.
SMILES	CatL inh	CatS inh	CatB mixtures	CatG inh	CatB block	PKA kinase inh	ROCK2 blocker	Her2 expr inh	C1s block
CCc1ccccc1NC1=NCC(=O)N1Cc1ccc2c(c1)OCO2	15	1	3	11	4	4	2	82	-5
Cc1cc(C)cc(CC2CC(=O)N(c3nc(C)cc(C)n3)C2=O)c1 (stereo not given)	32	-8	-2	9	-2	14	7	156	9
Cc1cc(NC(=O)C2CCCN(S(=O)(=O)c3c(C)noc3C)C2)n[nH]1 (stereo not given)	nt	9	4	-1	0	-4	4	79	-5
CC1CCN(S(=O)(=O)c2cccc(-c3nnc(-c4cccnc4)o3)c2)CC1	6	11	3	-6	6	7	-2	164	-10
COc1ccc2oc(=O)c(-c3nc(C)cs3)cc2c1	-60	nt	nt	nt	2	2	10	93	nt
Cc1ccc(S(=O)(=O)Cn2nnnc2C(C(C)C)N2CCc3ccccc3C2)cc1 (stereo not given)	-5	14	-1	4	-3	-3	1	75	-2
CSc1ccccc1NC(=O)c1cnc2scc(C)n2c1=O	nt	1	3	12	5	7	7	107	13
Cc1nc(NC2=NCN(Cc3ccccc3)CN2)nc2ccccc12	9	6	4	-12	7	3	-3	90	-22
Cc1ccc(C(=O)Nc2ccccc2N2CCN(C(=O)C(C)C)CC2)cc1C	-3	-2	3	-2	-2	2	0	85	-9
COc1ccc(N=C2C(=O)Nc3ccccc32)cc1	-2	-8	-5	-5	-3	-2	-1	112	-9
O=c1c2ccccc2nc(-c2ccccc2)n1CCN1CCOCC1	31	-2	-5	9	2	6	6	89	1
Cc1cccc(N=C2NC(=O)CS2)c1C	19	0	-7	-6	-2	-1	0	90	-96
CC(C)OC(=O)CC12CN3CC(CC(=O)OC(C)C)(CN(C1)C(=O)c1ccccc1C3=O)C2=O	6	-3	4	-14	3	7	5	98	-10
COc1cc(NC(=O)CSc2nnc(C)s2)cc(OC)c1	-10	7	7	15	2	-2	3	98	16
CC(=O)OCCNC(=O)c1cc2ccccc2oc1=O	5	4	6	-12	8	10	9	111	-17
COC(=O)c1cccc(Cn2nnc3ccccc3c2=O)c1	4	-4	3	-8	1	10	4	106	-6
COc1ccc(N2CCN(C(=O)c3ccc(CNc4c(N5CCOCC5)c(=O)c4=O)cc3)CC2)cc1	10	7	-4	-6	2	3	1	57	-8
CCN(c1cccc(C(F)(F)F)c1)S(=O)(=O)c1ccc2c(c1)CCN2C(=O)C1CC1	-3	7	2	-3	4	11	4	87	3
CC1Cc2nc(SCC(=O)Nc3ccc4c(c3)OCO4)n(CCc3ccccc3)c(=O)c2S1 (stereo not given)	nt	-1	5	6	1	5	5	102	-8
CCC(C(=O)NC(C)CCc1ccco1)n1nc(C)n2c(cc3occc32)c1=O (stereo not given)	6	22	5	0	1	-5	-4	94	2
[O-]/[N+](=C\c1ccccc1)[C@@H]1CCCC[C@@H]1/[N+]([O-])=C/c1ccccc1	-4	2	-1	47	1	3	0	98	2
COc1ccccc1N1CCN(C(=O)C(C)N(c2ccc(C)cc2)S(C)(=O)=O)CC1 (stereo not given)	-3	1	1	9	1	2	4	103	2
CN(C)CCCNC(=O)CC(c1ccccc1)c1ccccc1O (stereo not given)	0	-2	-5	2	-6	-3	2	97	-5
COCC(C)NS(=O)(=O)c1ccc(OC)cc1 (stereo not given)	-7	17	4	11	-1	0	2	143	17

Some of the compounds tested (hit frequency here may not be typical).
